ST2 IL33 inh = inhibitors of human ST2 (IL1RL1) binding to IL-33; Q01638; AlphaLISA ST2-Fc/biotin-IL-33 interaction, 1 h; inhibition, % for hits at 17 µM; 78,000 compounds, 2.3% hits; AID 1259354; in the data active means inhibition above about 30%; inconclusive means mostly about 10% to 28%
Target sequence (Q01638 whole entry, looked up): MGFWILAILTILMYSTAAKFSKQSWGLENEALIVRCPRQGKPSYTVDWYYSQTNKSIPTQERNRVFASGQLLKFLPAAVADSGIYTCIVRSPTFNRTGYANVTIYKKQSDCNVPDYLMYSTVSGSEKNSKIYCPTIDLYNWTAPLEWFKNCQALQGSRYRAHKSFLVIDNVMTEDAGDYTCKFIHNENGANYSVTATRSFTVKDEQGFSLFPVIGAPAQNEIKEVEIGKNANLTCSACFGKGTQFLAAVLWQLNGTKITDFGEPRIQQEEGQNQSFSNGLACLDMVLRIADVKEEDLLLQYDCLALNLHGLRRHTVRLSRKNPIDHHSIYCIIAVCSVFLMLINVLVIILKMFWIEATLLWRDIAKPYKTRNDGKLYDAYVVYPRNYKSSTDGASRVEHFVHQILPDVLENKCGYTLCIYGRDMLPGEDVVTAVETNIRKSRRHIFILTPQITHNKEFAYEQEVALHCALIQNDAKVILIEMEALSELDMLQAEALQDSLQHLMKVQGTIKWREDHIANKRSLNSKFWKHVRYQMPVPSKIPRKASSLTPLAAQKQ
Starred values were filed as active, the others as inactive; i = inactive; ? = inconclusive. The list is partial, so the mix of outcomes need not match the whole.

Preview (5 entries):
Molecule,ST2 IL33 inh
COc1ccc(NC(=O)c2cnc3scc(C)n3c2=O)cc1OC,i
COc1ccc(-c2oc3ncn(CCCn4ccnc4)c(=N)c3c2-c2ccc(OC)cc2)cc1,?
CCC(C(=O)N1C[C@@H]2[C@H](C1)[C@H]1CC[C@@H]2O1)n1cccn1 (stereo partly specified),?
Oc1oc(-c2ccccc2F)nc1C=Nc1ccc(Cl)cc1Cl,?
O=c1nc2n(-c3ccccc3F)c3ccccc3cc-2c(=O)[nH]1,i

Results, from the first entry:
Molecule,ST2 IL33 inh
COc1ccc(NC(=O)c2cnc3scc(C)n3c2=O)cc1OC,i
COc1ccc(-c2oc3ncn(CCCn4ccnc4)c(=N)c3c2-c2ccc(OC)cc2)cc1,?
CCC(C(=O)N1C[C@@H]2[C@H](C1)[C@H]1CC[C@@H]2O1)n1cccn1 (stereo partly specified),?
Oc1oc(-c2ccccc2F)nc1C=Nc1ccc(Cl)cc1Cl,?
O=c1nc2n(-c3ccccc3F)c3ccccc3cc-2c(=O)[nH]1,i
CNC(NC(=O)c1ccc(F)cc1)C(Cl)(Cl)Cl (stereo unspecified),?
CN1CCN(Cc2c(O)ccc3cc(-c4nc5ccccc5[nH]4)c(=O)oc23)CC1,i
CCOc1cc(/C=C2\C(=O)NC(=O)N(c3ccccc3)C2=O)ccc1O,i
Cc1ccc(C)c(S(=O)(=O)NCCCn2c(C(F)(F)F)nc3cccnc32)c1,i
c1ccc2c(c1)OC13CCCCC1C2NCC3 (stereo unspecified),i
CCCS(=O)(=O)NCc1cccnc1Oc1cccc(C(F)(F)F)c1,i
CCOC(=O)c1[nH]ncc1CN(C)C1CCCN(C2Cc3ccccc3C2)C1 (stereo unspecified),i
CCOC(=O)c1c(NC(=O)c2cc(-c3ccc(F)cc3)on2)sc(C)c1C,i
Cc1cc(C)c(C(=O)N2CCC(C3(c4cccnc4)NC(=O)N(CCc4cccs4)C3=O)CC2)[nH]1 (stereo unspecified),i
COc1ccccc1/C=C/CN1CCC(n2nccc2NC(=O)c2ccccc2Cl)CC1,?
C=CCc1cc(C)ccc1OCCCCN1CCN(C)CC1,i
COc1cccc(OC)c1C(=O)N1CCCCCC1,i
CCCn1cnnc1CNC(=O)CC1C(=O)Nc2c(C)cc(C)cc21 (stereo unspecified),i
Cc1ccc(NC(=O)C(=O)Nc2ccccn2)cc1,?
CCC(=O)Nc1cc(C)ccc1OCc1cc(=O)n2oc(C)cc2n1,i
Cc1cnccc1NCCn1cc(-c2ccc3c(c2)OCCO3)nn1,i
Cc1cc(Cn2cc3c4c(cccc42)[C@H](CC(C)C)N[C@H](C(=O)NCc2cncn2C)C3)no1,?
Cc1cc(C(=O)N2C[C@@H]3[C@H](C2)[C@H]2CC[C@@H]3O2)c2c(C)nn(C)c2n1,?
C=CCc1c(C)nc2nc(SCC(=O)NCc3ccc(C)cc3)nn2c1C,i
CCc1ccc(OCCCN2CCNCC2)cc1,i
CC(Oc1ccccc1F)C(=O)NCCN1CCCCC1 (stereo unspecified),i
COCC(=O)N[C@H]1CCN2C(=O)c3cc(-c4ccc(F)cc4F)ccc3NC(=O)[C@@H]2C1,?
O=C1c2ccccc2C(Nc2ccccc2)N1Cc1ccccc1 (stereo unspecified),i
O=S(=O)(c1cccc2cccnc12)N1CCCCC1,i
CCN1CC(NC(=O)CNS(=O)(=O)c2ccc(F)cc2C)CC1=O (stereo unspecified),?
COc1cccc2c1OC1(C)CC2NC(=O)N1c1ccc(Br)cc1 (stereo unspecified),i
C=CCNC(=O)COc1ccc2c(c1)C(=O)CC(C)(C)O2,i
Cc1ccc(NC(=O)CCCn2nc([N+](=O)[O-])c(Cl)c2C)cc1C,i
O=C(Nc1ccc2c(c1)OCO2)c1ccc(Br)cc1F,?
CC(NC(=O)c1cn(C)c(=O)c2c1c1ccccc1n2C)c1ccc2c(c1)OCCO2 (stereo unspecified),i
N#CC1=C(N)Oc2cc(O)ccc2C1c1ccc(Cl)c(Cl)c1 (stereo unspecified),i
O=C(Oc1ccc(NS(=O)(=O)c2ccc3ccccc3c2)cc1)c1ccccc1,i
O=C(CCC1CCN(C(=O)C2Cc3ccccc3O2)CC1)Nc1ccccc1 (stereo unspecified),?
CC1(C)Cc2c(c(N3CCOCC3)nc3sc4c(NCCc5ccccc5)ncnc4c23)CO1,?
CCN(CC)S(=O)(=O)c1ccc(Oc2ccc([N+](=O)[O-])cc2)cc1,i
N#C/C(=C\c1ccc(Br)o1)c1nc(-c2ccc(Cl)cc2)cs1,31%*
C[C@H]1[C@@H]2[C@@H](O)[C@H]([C@H](C)C(=O)NCc3cccs3)CC[C@@]2(C)CC[C@@H]1NC(=O)C1CC1,i
COc1ccc(N2CCCS2(=O)=O)cc1NC(=O)c1c(F)cccc1Cl,i
CCCCNCC(=O)c1c[nH]c2ccccc12,i
COC(=O)Nc1ccc(S(=O)(=O)N2CCC(C)CC2)cc1,?
CC1=C(C(N)=O)C(c2cccc(O)c2)n2ncnc2N1 (stereo unspecified),i
COCCCNC(=O)c1ccc2c(c1)ncn2C1CCCCC1,i
Cc1cccc(N(C)S(=O)(=O)c2cc(Br)cc3c2N(C(=O)C2CC2)CC3)c1,?
O=C(Nc1cccnc1)c1cc(C2CC2)on1,?
Cc1cc(NC(=O)c2noc3c2CCc2ccccc2-3)no1,i
C=C(C)CC(Nc1ccc(OC)cc1)c1ccco1 (stereo unspecified),37%*
CC(C)OC(=O)c1c(NC(=O)CSc2ncccn2)sc2c1CCCC2,i
COc1cccc(CN2CCC(O)CC2)c1,?
CNC(=O)C1CCC(Cn2c(=O)c3sccc3n(CC(=O)N3CCCCC3C)c2=O)CC1 (stereo unspecified),i
CNC(=O)c1ccc(CN2CCC(N3CCCC3=O)CC2)o1,?
Cc1cccc(=O)n1CCC(=O)N1CCNCC1C(=O)N1CCOCC1 (stereo unspecified),i
Cc1csc2ncc(C(=O)Nc3cc(F)ccc3F)c(=O)n12,i
CCN1CCN(C(=O)c2ccc(N3CCC(N4CCC(Oc5ccc(F)cc5)CC4)CC3)cc2)CC1,i
CC(=O)Nc1ccc2nc(SCC(=O)Nc3c(C)n(C)n(-c4ccccc4)c3=O)sc2c1,i
CCNC(=O)Cc1ccc(-n2cnc(-c3cccs3)c2)cc1,i

(cont.)
Molecule,ST2 IL33 inh
COc1cc(NC(=O)c2cc3nc(-c4ccco4)cc(C(F)(F)Cl)n3n2)cc([N+](=O)[O-])c1,i
CC1(C)CC2CC(C)(CN2C(=O)c2ccccc2NC(=O)CCN2C(=O)c3ccccc3C2=O)C1 (stereo unspecified),i
COc1ccc(N2CC(NC(=O)Cc3cccs3)CC2=O)cc1 (stereo unspecified),i
O=C(O)c1cccc(NS(=O)(=O)c2ccc(Cl)c(C(=O)O)c2)c1,i
CC1CC(C)CN(C(=O)C2CCCN(S(=O)(=O)c3cnc[nH]3)C2)C1 (stereo unspecified),?
COC(=O)c1ccc(OC)c(CN2CCCN(Cc3ccc(OC)cc3)S2(=O)=O)c1,i
Cn1c2c(c(=O)n(C)c1=O)C(c1ccccc1[N+](=O)[O-])C(C#N)=C(N)O2 (stereo unspecified),?
C=CCn1c(CCNC(=O)CCC)nc2ccccc21,i
OCCNCCOc1ccc(Br)cc1Cl,?
O=c1c2c3c(sc2ncn1Cc1ccccc1Cn1cccn1)CNCC3,i
COC(=O)c1c(NC(=O)c2ccc(OC)cc2)c2cc(NCc3ccccc3)cnc2n1C,i
CS(=O)(=O)C1=C(N)C(=O)N(c2ccccc2)C1c1ccccc1 (stereo unspecified),i
COC(=O)c1ccc2c(c1)nc(N1C[C@@H]3C[C@H](C1)[C@@H]1CCCC(=O)N1C3)n2C,i
C=CCn1cc(-c2c(-c3ccccc3)ncn2[C@H](CO)c2ccccc2)cn1,i
O=C1CCCC2=C1C(c1ccc([N+](=O)[O-])cc1)n1nc(SCc3ccccc3Cl)nc1N2 (stereo unspecified),i
COc1ccc(N(C(=O)c2cccc(Br)c2)C2C=CS(=O)(=O)C2)c(OC)c1 (stereo unspecified),i
C=CCc1cccc2cc(C(=O)N3CCN(c4ccccn4)CC3)c(=O)oc12,i
O=C1N/C(=C/c2ccc(-c3ccccc3[N+](=O)[O-])o2)C(=O)N1Cc1ccc(Cl)cc1,?
O=C(Nc1cc(Br)ccc1O)c1cc(-c2ccc3c(c2)OCO3)on1,?
Cc1occc1C(=O)NCc1cccnc1N(C)C,i
Cc1cc(S(=O)(=O)N2CCN(c3ccc(F)cc3)CC2)ccc1Cl,i
C=CCN(Cc1ccc2c(c1)OCCCO2)Cc1ccco1,i
O=C(Nc1ccc(-c2nc3ccccc3o2)c(O)c1)c1ccccc1F,?
COc1cc(C2C(C(=O)Nc3ccc(C)cn3)=C(C)NC3=C2C(=O)CCC3)ccc1O (stereo unspecified),?
CCOCCCNC(=O)c1cc2cc3cc(OC)ccc3nc2o1,i
Cc1onc(-c2c(Cl)cccc2Cl)c1C(=O)N1CC(C)OC(C)C1 (stereo unspecified),i
CCC(CO)Nc1ncnc2c1cnn2-c1ccccc1 (stereo unspecified),?
CCSCCOC(=O)C1=C(C)NC2=C(C(=O)C(C(=O)OC)C(C)C2)C1c1cccc(OC)c1 (stereo unspecified),i
NC(=NS(=O)(=O)c1cccs1)c1ccccc1,i
O=C(NC(N1CCCCC1)C(Cl)(Cl)Cl)c1ccccc1[N+](=O)[O-] (stereo unspecified),i
CCN1CCN(C(=O)c2cc3c(=O)oc4ccccc4c3s2)CC1,?
Cc1ccc(NC(=O)CNC(C)CN2CCOCC2)c(F)c1 (stereo unspecified),?
CCc1ocnc1C(=O)N1Cc2cnn(Cc3ccc(F)cc3)c2C1,?
Cc1nnc(-c2cccc(NC(=O)C3CCN(CCC(C)c4ccccc4)CC3)c2)s1 (stereo unspecified),?
COc1ccc(-n2cnc3cc(NC(=O)c4ccc(C)cc4)ccc32)cc1,i
O=C(Nc1ccccc1)Nc1ccccc1C(=O)NCc1ccccc1,i
O[C@@H]1C[C@@H](c2nc(-c3ccc(F)cc3)no2)N(Cc2ccc(OC(F)(F)F)cc2)C1,53%*
Cc1cccc(-c2noc([C@@H]3Cc4nc[nH]c4CN3C(=O)NC(C)C)n2)c1,?
CC(C)Oc1cccc(F)c1-c1ccc2c(c1)CC(=O)N2,i
N#Cc1c(C(F)(F)F)cc(-c2cccs2)nc1SCC(=O)Nc1ccc([N+](=O)[O-])cc1,38%*
Cc1[nH]c(=O)[nH]c(=O)c1S(=O)(=O)NCCC12CC3CC(CC(C3)C1)C2,i
Cc1cccc(Nc2nc(-c3nnc(-c4cccc(C)c4)o3)nc3ccccc23)c1,?
O=C1NC(=Nc2ccccc2)S/C1=C/c1ccccn1,i
Cc1ccc(O)c(CCc2ccc(O)c(S(=O)(=O)O)c2)n1,i
Cc1occc1C(=O)Nc1ccc(C(=O)NC(C)Cc2ccncc2)cc1 (stereo unspecified),i
CCC1Oc2ccccc2N(CC(=O)NCCN2CCOCC2)C1=O (stereo unspecified),i
O=C1CCCN2N=C(SCc3cccc(F)c3)SC2=N1,?
CCCC12CN3CC(C)(CN(C1)C3c1ccccc1C)C2=O (stereo unspecified),?
Cc1nnsc1CN(C)Cc1ccccc1-c1ccco1,i
NC(=O)C1CCN(Cc2ccccc2)CC1c1ccccc1 (stereo unspecified),i
CSc1nc(N)c(C#N)c(-c2ccc(Br)cc2)c1C#N,i
CNCC(O)c1ccc(O)c(O)c1 (stereo unspecified),i
NCC(O)CN1CCOCC1 (stereo unspecified),i
CSC1=C(C#N)C(c2ccc(Cl)cc2)C(C(C)=O)=C(C)N1 (stereo unspecified),?
CCOC(=O)c1c(NC(=O)c2cc(C3CC3)on2)sc(C)c1C,i
CCC(=O)Nc1ccc(Nc2nc(Cl)nc(Nc3ccc(NC(=O)CC)cc3)n2)cc1,i
COc1ccccc1/C=C(\C#N)c1nc(-c2ccc3c(c2)OCO3)cs1,?
Clc1ccccc1-c1cc(C2CCN(Cc3cc4n(n3)CCNC4)CC2)[nH]n1,i
O=C(CSCc1ccc([N+](=O)[O-])cc1)NCc1ccco1,i
C=CCc1ccccc1OCCOCCN1CCOCC1,i

Next section
Molecule,ST2 IL33 inh
COC(=O)C1=C(N)OC2=C(C(=O)CC(c3ccccc3)C2)C1c1cccc(Br)c1 (stereo unspecified),i
CCOc1ccccc1C(=O)N1CCN=C1SC,?
CC(Sc1ccccc1)C(=O)Nc1ccc(Cl)cc1 (stereo unspecified),i
COc1ccc2oc(=Nc3cccc(C#N)c3)c(C(=O)NC(C)=O)cc2c1,i
COc1ccc(NC(=O)c2oc3ccccc3c2NC(=O)C(C)C)c(OC)c1,i
CC1(C)CC(=O)C2=C(C1)NC1=C(C(=O)c3ccccc31)C2c1cc(Br)ccc1O (stereo unspecified),?
CO[C@H]1[C@H](NC(=O)c2ccccn2)c2ccccc2C12CCN(C(=O)Cc1ccccc1F)CC2,?
CCOC(=O)CC1CCCCN1C(=O)Nc1ccc(OC)cc1C (stereo unspecified),i
CC(C)CCNC(=O)c1ccccc1I,i

An excerpt from above in order of count of non-hydrogen atoms, falling:
Molecule,ST2 IL33 inh
CC1(C)CC(=O)C2=C(C1)NC1=C(C(=O)c3ccccc31)C2c1cc(Br)ccc1O (stereo unspecified),?
COc1ccc(NC(=O)c2oc3ccccc3c2NC(=O)C(C)C)c(OC)c1,i
CCOC(=O)CC1CCCCN1C(=O)Nc1ccc(OC)cc1C (stereo unspecified),i
CCOc1ccccc1C(=O)N1CCN=C1SC,?
CC(C)CCNC(=O)c1ccccc1I,i

Source: PubChem (IUPUI and University of Michigan)
